Screening data as filed in PubChem.
G9a inh – inhibitors of human histone lysine methyltransferase G9a | AID 504332 | 350,000 compounds, 8.8% hits | Q96KQ7 | Potency, µM (titrated, usually from 102 µM), for the others: top-dose activity, negative = inhibition, usual class: inhibitors | G9a H3K9 monomethylation, AlphaScreen, 2 h; also: potency is read from the fitted curve at half-maximal effect; % is scaled to controls: 0 for no effect and ±100 for the full control effect; nearly all actives have a fitted effect of over 75% in size
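Quantitative HTS format: methyltransferase activity on a biotin-tagged H3K9 peptide is measured by AlphaScreen, using a rabbit anti-monomethyl-H3K9 antibody with streptavidin donor and anti-IgG acceptor beads. Final levels are 20 nM enzyme, 500 nM peptide, 20 uM SAM; 2 h RT.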
POLH inh – blocks human DNA polymerase eta activity; recombinant Pol eta, fluorescent DNA replication assay; Potency, µM (series often up to 114 µM), for the others: at the highest dose activity change, negative = inhibition, most hits filed as inhibitors; 390,000 compounds, 1.2% hits; AID 588591; also: potency is read from the fitted curve at half-maximal effect; % is scaled to controls: 0 for no effect and ±100 for the full control effect
Target sequence (Q9Y253 whole entry, looked up): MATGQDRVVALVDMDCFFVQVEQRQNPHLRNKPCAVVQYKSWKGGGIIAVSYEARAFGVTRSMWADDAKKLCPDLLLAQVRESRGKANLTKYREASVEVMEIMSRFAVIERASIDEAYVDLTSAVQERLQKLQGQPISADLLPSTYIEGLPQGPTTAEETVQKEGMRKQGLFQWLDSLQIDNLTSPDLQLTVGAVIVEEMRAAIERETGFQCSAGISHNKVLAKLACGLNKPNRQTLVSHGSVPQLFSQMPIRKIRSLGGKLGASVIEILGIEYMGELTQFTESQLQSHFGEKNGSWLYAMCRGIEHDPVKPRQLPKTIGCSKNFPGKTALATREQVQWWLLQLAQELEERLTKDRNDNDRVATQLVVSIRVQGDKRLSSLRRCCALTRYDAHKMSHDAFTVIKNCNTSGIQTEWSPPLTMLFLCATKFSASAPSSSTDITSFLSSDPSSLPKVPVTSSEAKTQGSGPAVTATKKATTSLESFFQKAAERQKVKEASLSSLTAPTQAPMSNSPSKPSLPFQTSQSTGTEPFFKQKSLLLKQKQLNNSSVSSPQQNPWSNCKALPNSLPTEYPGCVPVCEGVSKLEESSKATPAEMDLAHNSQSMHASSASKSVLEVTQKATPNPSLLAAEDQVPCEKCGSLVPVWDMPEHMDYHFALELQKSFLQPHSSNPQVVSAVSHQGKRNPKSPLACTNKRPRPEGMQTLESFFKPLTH
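Pol eta (10 nM) was preincubated with compounds for 15 min at room temperature, after which fluorescent replication substrate (50 nM final) was added to start the reaction. Fluorescence was read kinetically at 0 and 10 min.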
GLS inh – inhibitors of human glutaminase (GLS); O94925; GLS enzymatic activity, qHTS titration; Potency, µM (titrated, usually from 45.5 µM), for inactives: at the top dose activity change, negative = inhibition, most hits filed as inhibitors; 410,000 compounds, 0.21% hits; AID 624170; also: potency is read from the fitted curve at half-maximal effect; % is scaled to controls: 0 for no effect and ±100 for the full control effect
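Glutamate formation by hKGA was monitored fluorometrically using coupled glutamate oxidase, HRP and Amplex Red. Substrate was added as 1 mM L-glutamine solution; incubation was 30 min at RT after an initial read.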
Tb PGK inh – blocks T. brucei phosphoglycerate kinase; Potency, µM (doses to about 57.5 µM), for inactives: at the top dose activity change, negative = inhibition, usual class: inhibitors; 380,000 compounds, 0.043% hits; AID 602233; PGK/GAPDH coupled, Kinase-Glo luminescence, 60 min; P07378; also: potency is read from the fitted curve at half-maximal effect; % is scaled to controls: 0 for no effect and ±100 for the full control effect; nearly all actives have a fitted effect of over 60% in size
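Luminescent ATP detection (Kinase-Glo Plus) follows a 60-minute room-temperature incubation, with wells lacking PGK as controls. Buffer: 100 mM TEA (pH 7.6), 5 mM MgCl2, 0.01% Tween-20. Coupling enzyme GAPDH (100 nM final) supplies unstable 1,3-BPG in-well.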
HP1b binding inh – inhibitors of HP1-beta chromodomain binding to methylated histone tails | P83916 | AlphaScreen HP1-beta / biotin-H3K9me3 peptide binding | Potency, µM (titrated, usually from 114 µM), for inactives: at the highest dose activity change, negative = inhibition, hits mostly inhibitors | 390,000 compounds, 0.56% hits | AID 540317; also: potency is read from the fitted curve at half-maximal effect; nearly all actives have a fitted effect of over 70% in size; inactives centre near 23
Target sequence (P83916 whole entry, looked up): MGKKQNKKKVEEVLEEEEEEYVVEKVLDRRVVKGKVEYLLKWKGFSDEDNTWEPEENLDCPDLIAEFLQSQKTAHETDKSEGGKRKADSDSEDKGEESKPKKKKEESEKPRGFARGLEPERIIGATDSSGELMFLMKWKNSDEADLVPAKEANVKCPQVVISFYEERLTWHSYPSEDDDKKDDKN
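Compound inhibition of the preformed complex between 50 nM HP1-beta and 50 nM biotinylated H3K9me3 peptide was read by AlphaScreen. Buffer was PBS pH 7.4 with 0.01% Tween-20. Incubations ran 30 min at room temperature, with 10 ug/mL donor/acceptor beads.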
Pin1 inh – blocks the human prolyl isomerase Pin1; Potency, µM (top dose mostly 115 µM), without a hit: top-dose activity, negative = inhibition, most hits filed as inhibitors; AID 504891; Pin1 FP peptide displacement, HiFluor488, 10 min; 390,000 compounds, 0.009% hits; active = well fitted inhibition curve with a large enough effect in the polarisation, with a control signal flat, not every such curve was filed as active; inconclusive = small, poorly fitted or top-dose-only effect, or effect the other way, or a change in a side signal; inactive = no such curve, though single readings can be large or run the other way; the % refers to the polarisation; also: potency is read from the fitted curve at half-maximal effect; % is scaled to controls: 0 for no effect and ±100 for the full control effect
Target sequence (Q13526 whole entry, looked up): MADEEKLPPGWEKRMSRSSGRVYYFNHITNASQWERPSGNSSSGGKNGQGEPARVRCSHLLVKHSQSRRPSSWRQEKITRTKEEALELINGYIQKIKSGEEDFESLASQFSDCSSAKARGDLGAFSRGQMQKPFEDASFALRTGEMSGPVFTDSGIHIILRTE
BAZ2B block – BAZ2B (human) inhibition; Q9UIF8; AlphaScreen BAZ2B-H3K14Ac peptide displacement; Potency, µM (doses to about 114 µM), inactives show at the highest dose activity change, negative = inhibition, actives largely listed as inhibitors; 360,000 compounds, 4.4% hits; also: potency is read from the fitted curve at half-maximal effect; % is scaled to controls: 0 for no effect and ±100 for the full control effect; nearly all actives have a fitted effect of over 60% in size
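AlphaScreen luminescence quantifies BAZ2B engagement of H3K14Ac peptide; the protein and biotinylated peptide are both at 50 nM final, buffer PBS pH 7.4 with 0.01% Tween-20, all steps at room temperature.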
PI4K2A inh – PI4K2A (human) kinase inhibition. Q9BTU6. 420,000 compounds, 0.13% hits. purified PI4K2A, ADP-Glo luminescence, 1 h; stronger effect = lower value. activity change, negative = inhibition, % at 76.9 µM; in the data active = activity change below about -50%; inconclusive = mostly about -30% to -49%;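 also: -100% = wells without enzyme as full effect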
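Compounds are screened against recombinant PI4K2A using PI as substrate and ATP, the latter dispensed at 300 microM. Reactions run one hour at ambient temperature before ADP-Glo detection; full inhibition defined by wells lacking enzyme.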
JMJD2A Tudor – blocks the human JMJD2A Tudor domain | O75164 | AlphaScreen JMJD2A-Tudor / H3K4me3 peptide binding | Potency, µM (titrated, usually from 114 µM), for the others: at the top dose activity change, negative = inhibition, usual class: inhibitors | 390,000 compounds, 4.4% hits | AID 504339; also: potency is read from the fitted curve at half-maximal effect; % is scaled to controls: 0 for no effect and ±100 for the full control effect; nearly all actives have a fitted effect of over 50% in size
* hit, by the source's call; i = inactive; ? = inconclusive; nt = no result given; [ ] = dose if it differs, or a comment. Unless noted, calls follow the shape of the dose curve; as a rule, active = well fitted curve in the direction sought with a large enough effect; inconclusive = small, poorly fitted or top-dose-only effect, or another doubt; inactive = no such curve, though single readings can be large; an effect the other way counts as inactive or inconclusive. Not all compounds are listed (hit frequency here may not be typical).

SMILES	G9a inh	POLH inh	GLS inh	Tb PGK inh	HP1b binding inh	Pin1 inh	BAZ2B block	PI4K2A inh	JMJD2A Tudor
Cc1nnc(C)n1/N=C/c1cc2ccccc2nc1Cl	4%	-21%	-14%	3%	20%	5%	-19%	2	0%
COc1ccc(NS(=O)(=O)c2ccc(-c3coc(C)n3)cc2)cc1	7%[59 µM]	-2%	14%	4%	21%	-3%	-14%	-2	-10%
O=C(CC(O)(c1ccccc1)c1ccccc1)Nc1ccccn1	nt	-28%	-11%	i	39%	?	nt	-4	-6%
Cc1ccc(C(=O)Nc2cccc(-c3nc4ncccc4o3)c2)cc1	-9%	3%	-2%	-1%	17%	55%[activator]	-38%	0	-13%
CCC/C(=C1/C(=O)CC(C)(C)C(C(=O)OC)C1=O)N1CCCC1 (stereo not given)	71µM*	-8%	-4%	-7%	19%	0%	-10%	-5	-26%
O=C(N1CCOCC1)N1CCN(c2ccccn2)CC1	4%[12.7 µM]	-14%	6%	6%	26%	-5%	-4%	-3	8%
Fc1ccc(CNCC2CCCO2)cc1 (stereo not given)	nt	1%	3%	-4%	22%	-3%	4%	-2	-9%
CSc1ncc(Sc2ccccc2)c(C(=O)O)n1	nt	-18%	-6%	-10%	-1%	4%	nt	2	?
COc1ccc(-c2nc3cc(NC(=O)Cc4ccc(OC)c(OC)c4)ccc3o2)cc1	4%[12.7 µM]	-3%	2%	0%	23%	0%	-5%	-1	-18%
Cc1cccc(C)c1OCc1cc(C(=O)N2CCC(c3ccncc3)CC2)no1	?	-24%	-6%	-11%	31%	2%	?	-1	-20%
Cc1ccccc1NC(=O)CC(NCc1cccnc1)C(=O)O (stereo not given)	?	-17%	-6%	-10%	4%	-2%	-2%	2	-10%
CCc1c(C)c2ccc3c(c2oc1=O)CN(Cc1ccccc1)CO3	-32%[59 µM]	-5%	2%	0%	32%	-4%	-9%	-5	8%
NC(N)=NS(=O)(=O)c1ccc(NC(=S)NC(=O)c2ccncc2)cc1	-17%[59 µM]	-4%	14%	-2%	?	?	3%	5	-27%
CCCCOP(=O)(c1ccc(N(C)C)cc1)C(O)c1ccc(OC)cc1 (stereo not given)	-2%	-20%	0%	-6%	8%	-10%	-21%	2	-13%
CCN(CC(=O)Nc1ccccc1Br)C1CCCCC1	62%[activator]	-25%	-6%	6%	123%[activator]	7%	18%	-8	22%[57.1 µM]
O=C(NCC(c1cccnc1)N1CCN(c2ccc(F)cc2)CC1)c1ccccc1 (stereo not given)	3%	-8%	5%	3%	17%	1%	2%	-5	-3%
CCc1ccc(CNC(=O)c2ccc3c(c2)c(C)c(C)n3Cc2ccccc2)cc1	-24%[59 µM]	-10%	-2%	9%	22%	39%[activator]	?	-2	?
CCOc1ccc(N2C(=O)CC(Sc3nc(C)cc(C)c3C#N)C2=O)cc1 (stereo not given)	?	-1%	-1%	-4%	36%[activator]	1%	?	-1	-6%
Cc1nn(C(=O)COc2ccc(Cl)cc2)c(C)c1Sc1ccccc1	-21%[59 µM]	-7%	-2%	i	53%[activator]	-4%	9%	2	9%
Fc1ccccc1CSc1nnc(-c2cccs2)o1	144%[activator]	-13%	-1%	6%	113%	-5%	186%[activator]	1	42%[activator]
COc1ccc(Cl)cc1C(=O)NCCCSc1ccccc1	46%	-29%	0%	7%	117%[activator]	13%	8%	-5	61%[activator]
CCc1ccc2oc(-c3ccc(OC)cc3)cc(=Nc3cccc(C(=O)O)c3)c2c1	?	-28%	86%[activator]	-9%	-23%	-3%	-38%	-20	14µM*
Cc1cccc(-n2c(C)cc(C(=O)C(=O)Nc3ccccc3F)c2C)c1C	-24%[59 µM]	2%	-6%	0%	10%	1%	-38%	0	-17%
Cc1n[nH]c(C)c1S(=O)(=O)N(CC(=O)N1CCc2ccccc21)c1ccc(C(C)C)cc1	?	-8%	0%	1%	36%	0%	4%	0	-16%
CCn1ccc(C(=O)Nc2ccc(Cl)cn2)n1	4%	-17%	-5%	0%	23%	1%	0%	-4	-13%

Nothing new here: entries from further up.
SMILES	G9a inh	POLH inh	GLS inh	Tb PGK inh	HP1b binding inh	Pin1 inh	BAZ2B block	PI4K2A inh	JMJD2A Tudor
Cc1nnc(C)n1/N=C/c1cc2ccccc2nc1Cl	4%	-21%	-14%	3%	20%	5%	-19%	2	0%
COc1ccc(NS(=O)(=O)c2ccc(-c3coc(C)n3)cc2)cc1	7%[59 µM]	-2%	14%	4%	21%	-3%	-14%	-2	-10%

Next section
SMILES	G9a inh	POLH inh	GLS inh	Tb PGK inh	HP1b binding inh	Pin1 inh	BAZ2B block	PI4K2A inh	JMJD2A Tudor
Cc1cc(=O)oc2cc(OCC(=O)N3CCN(c4ccccc4)CC3)ccc12	14%[59 µM]	-17%	15%	7%	33%	-3%	2%	2	-12%
Cc1ccc(OCc2cc(=O)n3c(-c4ccccc4)csc3n2)cc1	5%[59 µM]	?	-4%	3%	29%	?	5%	-27	?
O=[N+]([O-])c1ccc(CNCc2cc(Cl)ccc2O)cc1	-9%[2.33 µM]	-5%	6%	3%	3%	-4%	?	-6	-33%
O=C(NC1(C(F)(F)F)N=C(c2ccccc2)N(Cc2ccccc2)C1=O)c1ccc(F)cc1 (stereo not given)	11%[59 µM]	-8%	1%	-6%	15%	-2%	-14%	-3	-17%
CC1CC(C)CN(C(=O)c2cccc(S(=O)(=O)N(C)c3ccccc3)c2)C1 (stereo not given)	?	-10%	14%	4%	28%	-11%	8%	2	-9%
Cc1nn(-c2ccccc2)c(C)c1NC(=O)COC(=O)c1ccc(Cl)c(S(N)(=O)=O)c1	?	-5%	7%	-3%	-7%	0%	4%	-5	-12%
Cc1cc(NC(=O)Cn2ccsc2=N)c([N+](=O)[O-])cc1C	-45%	-3%	-3%	-3%	12%	-2%	-8%	10	-12%
COc1ccc(C2CC(=O)c3cnc4c(-c5ccc(F)cc5)c(C)nn4c3C2)cc1OC (stereo not given)	4%[59 µM]	-16%	7%	1%	30%	-2%	-16%	0	7%
c1nc(N2CCC3(CC2)OCCO3)c2c3c(sc2n1)CCCC3	8%[59 µM]	0%	0%	5%	14%	3%	-3%	-10	-8%
CCC1CCCCN1C(=O)CSc1nnc(CNC(=O)c2c(F)cccc2Cl)o1 (stereo not given)	18%[0.501 µM]	-7%	-4%	i	29%	-9%	-4%	2	-22%
O=C(Nc1cccc(NC(=O)c2cccc(F)c2)c1)c1ccccc1	1%	-11%	-10%	-1%	82%[activator]	0%	?	5	2%
NC(=O)C1CCN(CC(O)COCc2ccccc2Cl)CC1 (stereo not given)	8%	2%	1%	2%	11%	-5%	0%	-1	-12%
O=C(Nc1ccc2c(c1)OCO2)c1cc(-c2cccc(Cl)c2)on1	-27%[59 µM]	5%	-4%	0%	11%	-1%	-32%	2	-11%
Cc1cccc(NC(=O)CNC(=O)c2ccc3c(c2)OCO3)n1	10%	-14%	-4%	i	30%	5%	-3%	-1	3%
CNC(=S)NCCN1CCOCC1	10%[59 µM]	-20%	2%	-9%	32%[activator]	30%	?	-2	4%
C[C@@H]1O[C@@H](O[C@@H]2C(=O)c3c(O)cc(O)cc3O[C@H]2c2ccc(O)c(O)c2)[C@H](O)[C@H](O)[C@H]1O	-6%[0.501 µM]	1%	28%	-6%	21%	?	3%	0	-14%
CCc1ccc(-n2c(=O)c3c4c(sc3n(Cc3ccccc3C#N)c2=O)CCC4)cc1	-31%[59 µM]	-14%	-3%	-8%	25%	?	5%	-3	0%
CC(=O)Nc1c(C(=O)N2CCOCC2)sc2nc3c(cc12)COC(C)(C)C3	-2%[12.7 µM]	-3%	0%	i	23%	5%	-4%	8	9%
CCc1ccccc1NC(=O)CSc1n[nH]c(C)c1[N+](=O)[O-]	3%[59 µM]	-16%	2%	6%	26%	9%	-7%	-3	-15%
COc1ccc(-c2csc3ncnc(N4CCN(S(=O)(=O)c5cccc(F)c5)CC4)c23)cc1	-11%[2.33 µM]	-9%	10%	-1%	2%	58%[activator]	5%	-3	-32%
C=CCC[C@@H](Cc1ccc(F)cc1)C(=O)OCCNC(=O)[C@@H](CC=C)CC(=O)N[C@H](CO)Cc1ccccc1	nt	-13%	0%	-1%	16%	-2%	nt	4	-24%
O=S(=O)(c1ccc(Cl)s1)N1CCNCC1	nt	-4%	4%	1%	25%	-2%	nt	-1	-10%
COc1ccc(/C=C2/C(=O)N(CC3CCCO3)C(=S)N2C)c(OC)c1 (stereo not given)	-24%	8%	-1%	0%	0%	40%[activator]	-8%	-1	-23%
COc1cc(CC(=O)Nc2cccc(S(=O)(=O)N(C)c3ccccc3)c2)cc(OC)c1OC	nt	-6%	15%	-7%	2%	11%	nt	-4	-28%
C/C(=N\NC(=O)c1nn(C)c(C)c1Br)c1ccc(NC(=O)c2ccccc2F)cc1	16%	-10%	-18%	-10%	14%	9%	-2%	-3	-18%
CCCCC(=O)Nc1nn(CC)c2nc3c(C)cccc3cc12	8%	-11%	4%	4%	43%	-3%	8%	3	17%
COc1ccc(-c2cc(C(F)(F)F)n3nc(C(=O)Nc4ccc(Cl)cc4C(F)(F)F)cc3n2)cc1OC	2%[59 µM]	-12%	-2%	0%	33%	-3%	-18%	-3	-2%
Cc1c2c(nc3ccccc13)CCC(C)C2 (stereo not given)	?	-17%	-4%	0%	49%[activator]	-1%	-5%	-3	10%
CCOc1cc(C2CC(=O)NC3=C2C(=O)C(C(=O)OC)C(C)C3)cc(Cl)c1O (stereo not given)	50µM*	-5%	44%[activator]	-1%	6%	1%	?	-7	-28%
COCCn1c(SCC(=O)N2CCOCC2)nc2ccccc2c1=O	-32%	-14%	55%[activator]	-9%	15%	2%	-4%	-2	14%
